Bioassay records as filed in PubChem.
mIAP act = increases mouse intestinal alkaline phosphatase activity; actives 0.24% (n = 330,000); activation factor at 10 µM; AID 2805; muIAP, CDP-Star luminescence, 30 min; stronger effect = higher value; 1 = vehicle-only enzyme signal, 0 = enzyme-free wells;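 active = activation factor of at least 2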; also: the source names both 10 and 20 µM as test concentration; values of inactives mirror those of a sister screen read the other way
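System: mouse IAP enzyme. Reagent: CDP-Star chemiluminescent phosphatase substrate. Benchmarks: DMSO wells, no-enzyme wells. Times: 30 min enzyme-substrate-compound incubation at room temperature. Detection: luminescence from enzymatic CDP-Star hydrolysis. Doses: test compounds delivered from DMSO solution.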
hIAP activ = increases human intestinal alkaline phosphatase activity; P09923; purified human IAP, CDP-Star luminescence, 30 min; stronger effect = higher value; 1 = vehicle-only enzyme, 0 = enzyme-free background; activation factor at 10 µM; actives 0.16% (n = 330,000);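 active = activation factor of the enzyme at least 2-fold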; also: the source names both 10 and 20 µM as test concentration; values of inactives mirror those of a sister screen read the other way
Target sequence (P09923 whole entry, looked up): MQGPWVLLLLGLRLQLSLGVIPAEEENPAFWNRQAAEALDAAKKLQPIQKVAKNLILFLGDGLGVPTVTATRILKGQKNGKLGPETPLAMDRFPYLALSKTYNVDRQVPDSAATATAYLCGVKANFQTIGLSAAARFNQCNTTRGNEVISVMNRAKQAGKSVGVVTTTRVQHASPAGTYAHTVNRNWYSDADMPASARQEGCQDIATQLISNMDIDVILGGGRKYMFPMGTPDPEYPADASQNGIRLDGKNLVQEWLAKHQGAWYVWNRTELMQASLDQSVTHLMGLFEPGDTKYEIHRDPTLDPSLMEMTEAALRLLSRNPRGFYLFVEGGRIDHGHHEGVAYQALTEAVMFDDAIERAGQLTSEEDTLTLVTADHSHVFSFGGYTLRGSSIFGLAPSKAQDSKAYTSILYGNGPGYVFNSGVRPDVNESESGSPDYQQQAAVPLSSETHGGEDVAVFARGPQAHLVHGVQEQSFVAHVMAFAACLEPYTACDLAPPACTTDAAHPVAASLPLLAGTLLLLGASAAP
tim10-1 inh = growth inhibitors of tim10-1 mutant yeast. S. cerevisiae tim10-1 ts strain growth, BacTiter-Glo, 24 h. inhibition, % at 20 µM. AID 463190. actives 2.2% (n = 330,000);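 active = inhibition of at least 40%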;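 also: mutant grown at 25 °C; 0% = DMSO wells with yeast and 100% = wells holding no yeast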
NALP3 yeast inh = blocks the NALP3 inflammasome reconstituted in yeast; Yeast reconstituted NLRP3/ASC/caspase-1, beta-gal luminescence, 24 h; inhibition, % at 10 µM; actives 0.39% (n = 330,000); AID 2825;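 active = inhibition of 50% or more; inactive = inhibition below 50%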;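 also: plate controls were induced DMSO wells for no effect and uninduced yeast grown without galactose for full effect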
hIAP block = blocks human intestinal alkaline phosphatase | P09923 | inhibition, % at 10 µM | actives 0.12% (n = 330,000) | purified IAP, CDP-Star luminescence, 30 min | AID 2544;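 active = inhibition reaching a set limit with compound at 10 µM in the primary screen, cut at about 35% in these data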;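 also: plate controls were DMSO wells with enzyme for no effect and no-enzyme buffer wells for full effect; values of inactives mirror those of a sister screen read the other way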
Apaf1 inhib = blocks human Apaf-1 apoptosome activity | O14727 | reconstituted apoptosome caspase-3 activity, DEVD-Rh110 fluorescence | actives 0.71% (n = 330,000) | AID 489030 | inhibition, % at 20 µM; active = inhibition of at least 40% at 20 µM;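 also: plate controls were DMSO wells for no effect and DEVD-CHO caspase inhibitor wells for full effect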
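Material: biochemical Apaf-1 apoptosome reconstitution. Medium: Hepes buffer, pH 7.5. Also added: cytochrome c activation, bis-DEVD rhodamine 110 substrate. Timing: 30 min compound preincubation, 50 min activation, room temperature. Measured by: rhodamine 110 fluorescence at Ex 480/Em 540 nm.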
ATG4B inhibitor = inhibitors of human ATG4B cysteine protease | Q9Y4P1 | ATG4B cleavage of LC3-PLA2, NBD-HPC fluorescence, 1 h | inhibition, % at 8.33 µM | actives 0.51% (n = 340,000) | AID 504462; in the data active = inhibition above about 40%
Target sequence (Q9Y4P1 whole entry, looked up): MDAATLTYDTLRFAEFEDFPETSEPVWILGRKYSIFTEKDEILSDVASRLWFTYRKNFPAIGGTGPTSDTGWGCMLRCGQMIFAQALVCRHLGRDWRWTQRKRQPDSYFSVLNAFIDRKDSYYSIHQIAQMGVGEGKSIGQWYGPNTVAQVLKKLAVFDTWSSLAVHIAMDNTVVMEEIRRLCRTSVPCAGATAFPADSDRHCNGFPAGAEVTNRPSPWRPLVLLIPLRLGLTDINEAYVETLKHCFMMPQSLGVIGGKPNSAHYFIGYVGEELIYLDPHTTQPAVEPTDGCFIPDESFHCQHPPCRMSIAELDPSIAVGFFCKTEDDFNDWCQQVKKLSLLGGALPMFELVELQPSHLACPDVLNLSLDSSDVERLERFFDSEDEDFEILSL
TIM10 inh = TIM10 yeast growth inhibition | S. cerevisiae TIM10 strain growth, BacTiter-Glo luminescence, 24 h | inhibition, % at 10 µM | actives 1.4% (n = 330,000);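 active = inhibition of 40% or more at the single tested concentration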;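 also: wild-type TIM10 isogenic control strain grown at permissive 25 °C; 0% = DMSO yeast wells and 100% = minimal medium wells without yeast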
mIAP inh = mouse IAP inhibition. purified mouse IAP, CDP-Star luminescence, 30 min. actives 0.2% (n = 330,000). inhibition, % at 10 µM;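 active = inhibition of at least 40% at 10 µM in the primary screen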;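 also: plate controls were DMSO with enzyme for no effect and no enzyme wells for full effect; values of inactives mirror those of a sister screen read the other way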
Numbers without * were called inactive; nt = not tested or not shown; & = joins results of further samples.

Each structure is followed by: mIAP act, hIAP activ, tim10-1 inh, NALP3 yeast inh, hIAP block, Apaf1 inhib, ATG4B inhibitor, TIM10 inh, mIAP inh
> CCCCSc1nc2c(cnn2-c2ccc(F)cc2)c(=O)[nH]1
 : 0.96, 1, 16, 1, -3, 4, -14, 10, 4
> Brc1ccc(CN2CCSCC2)cc1
 : 0.99, 1.3, 8, 18, -30, -18, 3, 0, 1
> O=C(NC1CCN(S(=O)(=O)c2ccc(Cl)c(F)c2)CC1)c1cccnc1
 : 1, 1.1, 12, 9, -5, 4, -14, -16, -2
> O=C(Nc1ccc(F)cc1)Nc1cnccn1
 : 0.99, 0.84, 11, 23, 16, 10, -5, 8, 1
> COC(=O)c1sc(-c2ccccc2)cc1NC(=O)c1ccc(OC)cc1
 : 1, 0.99, 21, -4, 1, 10, 0, -5, 0
> NC(N)=NC(=O)c1nc(Cl)c(N)nc1N
 : 1.1&1&1, 1.2&0.9&0.97, 10&-18&1, 12&21&20, -22&10&3, 4&0&-6, -4&-11&-4, 5&0&-5, -8&-4&-1
> COc1ccc(NS(=O)(=O)c2cn(C)cn2)c(OC)c1
 : 1, 0.85, -1, -1, 15, 1, 3, -1, -2
> Cc1cc(C(=O)NNC(=O)Nc2ccccc2)no1
 : 0.98, 0.83, -18, 6, 17, 4, -6, -4, 2
> O=C(c1ncc[nH]1)c1ccco1
 : 0.97, 0.97, 11, -15, 3, -4, -11, -8, 3
> NC(=O)c1ccsc1NC(=O)c1cc(=O)c2ccccc2o1
 : 0.99, 0.96, -13, 13, 4, -8, -7, -18, 1
> C=CCC1(CC=C)CCCN1C(=O)c1cc(COc2cccc(OC)c2)on1
 : 1, 1.2, 13, 12, -18, 14, -5, -3, -2
> Cc1ccc(Nc2nc(/N=C/N(C)C)n[nH]2)cc1C
 : 1.1, 1.2, 6, 3, -22, -9, 3, 16, -9
> COc1ccc(/C=N/NC(=O)c2ccc(N3CCCC3=O)cc2)cc1
 : 0.98, 1, -3, 20, -5, 0, 2, -17, 2
> O=C(CNC(=O)c1cccc(F)c1)N/N=C/c1ccc(O)c([N+](=O)[O-])c1
 : 0.94, 1, -2, -8, 0, -5, 16, 15, 6
> Cc1ccc(OC(C)C(=O)Nc2ccc(F)cc2)c([N+](=O)[O-])n1 (centres undefined)
 : 1, 1.2, 15, 9, -19, 12, -13, 10, -2
> Cc1cc(O)c(-c2cc(C(=O)NCc3ccc4c(c3)OCO4)[nH]n2)cc1C
 : 1.3, 0.86, 10, 0, 14, -6, -1, 7, -29
> CCN1C(=O)c2ccccc2S(=O)(=O)c2ccc(C(=O)NCCOC)cc21
 : 1, 1.1, 5, 2, -10, 7, 5, -1, -1
> O=C(CN1C(=O)CCC1=O)Nc1cccc2c1C(=O)NC2=O
 : 1.1, 0.9, 1, 17, 10, -3, 3, 5, -10
> O=C(CN1CCN(Cc2ccccc2)CC1)Nc1ccc(N2CCOCC2)cc1
 : 0.96, 1.1, 11, -6, -9, -4, -3, 11, 4
> C/C=C/c1ccc(OC)c(OC(C)=O)c1
 : 0.98, 0.94, 5, -23, 6, 3, -7, 2, 2
> CCOC(=O)Cc1csc(NC(=O)Cc2ccc(Br)cc2)n1
 : 1, 1, 15, 26, -2, -14, -3, 20, -2
> CCOC(=O)N/N=C\c1ccc(OC(=O)c2ccco2)cc1
 : 0.97, 0.93, 13, 22, 7, 1, -4, 10, 2
> CN(C)c1ccc(CN(C(=O)c2ccco2)C2CCS(=O)(=O)C2)cc1 (centres undefined)
 : 1.1, 0.9, 15, 15, 10, -9, -12, -4, -5
> Cc1ccccc1CNc1nnnn1C
 : 1.1, 1.1, 6, 5, -14, -9, -2, 10, -6
> CC1CCc2cc(F)ccc2N1C(=O)c1cnc2sccn2c1=O (centres undefined)
 : 1.2, 1.2, 11, -1, -24, 10, 0, 8, -22
> CC(C)(C)NC(=O)c1ccccc1-c1nc(-c2ccccc2Cl)no1
 : 0.9, 0.9, 19, 9, 10, 8, 5, 17, 10
> CC(C)(C)SCCNS(=O)(=O)c1ccc(C#N)cc1
 : 0.94, 0.87, 13, 2, 13, -18, -10, 17, 6
> C[C@@H]1CC[C@]2(C(=O)O)CC[C@]3(C)C(=CCC4[C@]56CC[C@@](O)(OC5)C(C)(C)C6CC[C@]43C)C2[C@H]1C (some centres undefined)
 : 0.9, 1, 28, 21, -3, 10, -17, 9, 10
> COc1ccc(S(=O)(=O)CCC(=O)N2CCN(c3ccc(C(C)=O)cc3)CC2)cc1
 : 0.96, 1.3, 6, 7, -30, -4, -1, -1, 4
> COC(=O)C(C)N(C(=O)c1ccc(C(=O)c2ccccc2)cc1)c1c(C)cccc1C (centres undefined)
 : 0.89, 0.84, 30, -3, 16, 10, 57*, 33, 12
> NC(=O)Cn1nnc(-c2ccccc2NC(=O)c2cnccn2)n1
 : 1, 1.1, 11, 3, -13, 11, -6, -8, -2
> Cc1cc(N2C(=O)C(=O)/C(=C(/O)c3ccc(Cl)cc3)C2c2cccc(Br)c2)no1 (centres undefined)
 : 1, 1.2, 23, 2, -18, 7, -7, -9, -2
> O=C(CN1C(=O)c2ccccc2S1(=O)=O)Nc1ccc(S(=O)(=O)N2CCCCC2)cc1
 : 0.96, 1.1, 1, -2, -7, 0, -11, 11, 4
> Cc1ccc(CCNC(=O)C2CCCN(S(C)(=O)=O)C2)cc1 (centres undefined)
 : 0.95, 0.94, 2, -8, 6, -1, 9, -1, 5
> COc1ccccc1-n1c(SCC(=O)Nc2cc(C)on2)nc2c(c1=O)SCC2
 : 0.87, 0.96, -3, 15, 4, -7, -2, 2, 13
> CCC(=O)N1CCN(c2ccccc2NC(=O)Cc2ccc(Cl)cc2)CC1
 : 0.97, 0.96, 23, 13, 4, -11, -9, 11, 3
> COc1cc(OC)cc(-c2cc3ccc(OC)cc3cn2)c1
 : 0.83, 1.1, 26, 27, -12, 11, -3, 13, 17
> CCOC(=O)NN1C(=O)c2ccccc2NC1c1ccccn1 (centres undefined)
 : 1, 0.98, -22, 5, 2, -6, -1, 3, -3
> Cc1ccc(CNc2ccc3c(c2)ncn3C(C)(C)C)cc1
 : 1.1, 1.3, -10, 13, -27, 0, -4, 20, -11
> c1ccc2oc(-c3ccc(Nc4nc(N5CCCC5)nc(N5CCOCC5)n4)cc3)nc2c1
 : 1.1, 1, -12, -4, -3, 24, nt, 8, -14

Continued.
Keys: A = mIAP act; B = hIAP activ; C = tim10-1 inh; D = NALP3 yeast inh; E = hIAP block; F = Apaf1 inhib; G = ATG4B inhibitor; H = TIM10 inh; I = mIAP inh
C=CCn1c2ccccc2c2nnc(SCC(N)=O)nc21
  A: 0.92	B: 0.87	C: -4	D: 29	E: 13	F: 3	G: -6	H: 24	I: 8

CC(C)(C)N1C(=O)c2ccc(C(=O)Nc3ccc(O)cc3)cc2C1=O
  A: 0.91	B: 0.98	C: 5	D: 23	E: 2	F: 3	G: -11	H: -5	I: 9

CCCCC1=NN(C(=O)c2ccco2)C(O)(C(F)(F)F)C1 (centres undefined)
  A: 0.89	B: 0.93	C: 28	D: 10	E: 7	F: 9	G: -1	H: 16	I: 11

Cc1cccc(S(=O)(=O)Nc2ccc(-c3ccc4nncn4n3)cc2)c1
  A: 0.94	B: 0.97	C: 4	D: -9	E: 2	F: 11	G: -5	H: 1	I: 6

COc1ccc(N2CCN(C(=O)CC(C)S(=O)(=O)c3ccc4c(c3)NC(=O)CO4)CC2)cc1 (centres undefined)
  A: 1	B: 1	C: 1	D: -2	E: -4	F: -7	G: 6	H: -10	I: -3

CCOC(=O)c1ccc(C(=S)N2CCCC2)cc1
  A: 0.84	B: 1	C: -4	D: 11	E: -4	F: -7	G: 8	H: -6	I: 16

CCOc1ccc(N2C(=O)Nc3ccccc3C2(O)C(=O)NCc2ccc(OC)cc2)cc1 (centres undefined)
  A: 1	B: 1.1	C: 9	D: 14	E: -14	F: -4	G: 3	H: 5	I: -2

CN(CC(=O)Nc1cccc(F)c1)C(=O)c1ccc(-c2ccc(Cl)cc2)o1
  A: 0.96	B: 1.1	C: 5	D: 18	E: -8	F: 26	G: -7	H: 6	I: 4

CC(=O)c1ccc(NC(=S)NN2C(C)CCCC2C)cc1 (centres undefined)
  A: 1.1	B: 1	C: 18	D: 10	E: -3	F: -7	G: 6	H: -2	I: -6

COc1ccc(NC(=O)CCn2cccc2)c(OC)c1
  A: 1	B: 1.1	C: 8	D: 34	E: -13	F: -2	G: -2	H: 8	I: -5

Random excerpt: two compounds from above
Keys: A = mIAP act; B = hIAP activ; C = tim10-1 inh; D = NALP3 yeast inh; E = hIAP block; F = Apaf1 inhib; G = ATG4B inhibitor; H = TIM10 inh; I = mIAP inh
CC(C)(C)N1C(=O)c2ccc(C(=O)Nc3ccc(O)cc3)cc2C1=O
  A: 0.91	B: 0.98	C: 5	D: 23	E: 2	F: 3	G: -11	H: -5	I: 9

CCCCC1=NN(C(=O)c2ccco2)C(O)(C(F)(F)F)C1 (centres undefined)
  A: 0.89	B: 0.93	C: 28	D: 10	E: 7	F: 9	G: -1	H: 16	I: 11

Individual results from the entries so far:
Reading for CCOc1ccc(N2C(=O)Nc3ccccc3C2(O)C(=O)NCc2ccc(OC)cc2)cc1 (centres undefined) in mIAP act: 1
Reading for Cc1cccc(S(=O)(=O)Nc2ccc(-c3ccc4nncn4n3)cc2)c1 in hIAP activ: 0.97
Reading for CCOC(=O)c1ccc(C(=S)N2CCCC2)cc1 in mIAP inh: 16
Reading for CCCCC1=NN(C(=O)c2ccco2)C(O)(C(F)(F)F)C1 (centres undefined) in TIM10 inh: 16
Reading for CC(C)(C)N1C(=O)c2ccc(C(=O)Nc3ccc(O)cc3)cc2C1=O in TIM10 inh: -5
Reading for COc1ccc(N2CCN(C(=O)CC(C)S(=O)(=O)c3ccc4c(c3)NC(=O)CO4)CC2)cc1 (centres undefined) in tim10-1 inh: 1
Reading for COc1ccc(NC(=O)CCn2cccc2)c(OC)c1 in hIAP block: -13
